# Assay outcomes from PubChem.
# HCMV inh – blocks human cytomegalovirus replication | HFF cells, HCMV-luciferase reporter, 72 h; active compounds read low | activity change, negative = inhibition, % at 57.5 µM | 410,000 compounds, 4.5% hits; in the data active = activity change below about -60%; inconclusive = no clear call, values can overlap the other calls; inactive = above about -39%
#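 Luciferase read-out from HCMV-luciferase-infected HFFs (MOI 1 PFU/cell) 72 h post infection at 37C; compounds added after 16 h cell attachment; activity normalized between buffer-only basal and Salinomycin (10uM) inhibitor controls.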
# Giardia FBPA inh – inhibitors of Giardia lamblia fructose-1,6-bisphosphate aldolase | purified Giardia FBPA | AID 2451 | Potency, µM (highest dose often 59.6 µM), for inactives: at the highest dose activity, negative = inhibition, usual class: inhibitors | 290,000 compounds, 0.71% hits; note: potency is the fitted concentration of half-maximal effect; nearly all actives have a fitted effect of over 55% in size
# Target sequence (A8B2U2 whole entry, looked up): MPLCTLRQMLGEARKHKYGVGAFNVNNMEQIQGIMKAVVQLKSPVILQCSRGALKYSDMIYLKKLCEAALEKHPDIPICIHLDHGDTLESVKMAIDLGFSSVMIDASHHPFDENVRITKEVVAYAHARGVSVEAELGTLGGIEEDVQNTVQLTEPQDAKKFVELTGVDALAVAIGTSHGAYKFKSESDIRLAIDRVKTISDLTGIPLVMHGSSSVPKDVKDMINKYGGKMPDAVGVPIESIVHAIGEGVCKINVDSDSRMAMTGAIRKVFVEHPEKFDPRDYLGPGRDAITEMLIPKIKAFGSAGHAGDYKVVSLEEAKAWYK
#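 40 nM FBPA preincubated 10 min at RT with compound (up to 57.5 uM final), then substrate plus GAPDH/TPI/NAD/arsenate coupling and diaphorase/resazurin added. Fluorescence read after 20 min at RT, 525/598 nm.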
# AmpC detergent – inhibitors of E. coli AmpC beta-lactamase with detergent; 370,000 compounds, 0.041% hits; Potency, µM (titrated, usually from 114 µM), for the others: at the top dose activity change, negative = inhibition, hits mostly inhibitors; P00811; AmpC hydrolysis of nitrocefin, absorbance 480 nm, 0.01% Triton;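 note: potency is the fitted concentration of half-maximal effect; 0% = no-compound wells and -100% = no-enzyme wells; nearly all actives have a fitted effect of over 25% in size; some results filed as inactive show a strong effect at the top dose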
# Target sequence (P00811 whole entry, looked up): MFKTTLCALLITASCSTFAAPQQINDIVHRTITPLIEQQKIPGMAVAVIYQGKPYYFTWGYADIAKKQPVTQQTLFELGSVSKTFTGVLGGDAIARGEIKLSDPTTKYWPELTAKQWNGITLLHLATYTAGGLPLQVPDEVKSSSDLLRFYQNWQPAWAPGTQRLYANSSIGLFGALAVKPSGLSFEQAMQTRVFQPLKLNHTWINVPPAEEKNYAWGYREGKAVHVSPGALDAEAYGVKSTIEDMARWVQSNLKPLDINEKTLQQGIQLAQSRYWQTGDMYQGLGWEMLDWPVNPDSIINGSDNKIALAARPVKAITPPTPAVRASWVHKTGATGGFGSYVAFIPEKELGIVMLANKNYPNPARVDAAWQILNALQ
#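 20 mM phosphate pH 7.0 + 0.01% (detergent screen) or 0.0001% Triton X-100; 5.3 nM AmpC reagent; cpd preinc 15 min RT; nitrocefin (800 uM stock) to start; A480 q20 s × 4 min; Activity was normalised to no-enzyme and no-compound control wells.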
# Sm TGR block – inhibitors of Schistosoma mansoni thioredoxin glutathione reductase; purified TGR, DTNB reduction, TNB absorbance 405 nm; Potency, µM (doses to about 114 µM), for the others: at the top dose activity change, negative = inhibition, hits mostly inhibitors; 360,000 compounds, 3% hits; note: potency is the fitted concentration of half-maximal effect; nearly all actives have a fitted effect of over 60% in size
#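 TGR 20 nM + NADPH 100 uM (dispensed conc.), cpd preinc 15 min RT; start with NADPH (500 uM addition) then DTNB (15 mM addition). Kinetic TNB absorbance, 405 nm filter. Four-parameter Hill fit across titration.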
# AmpC inh no detg – inhibitors of E. coli AmpC beta-lactamase without detergent; AmpC nitrocefin hydrolysis, absorbance 480 nm, 0.0001% Triton; Potency, µM (titrated, usually from 57.1 µM), for the others: top-dose activity change, negative = inhibition, most hits filed as inhibitors; 330,000 compounds, 0.52% hits; AID 485341;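 note: potency is the fitted concentration of half-maximal effect; plate controls were no compound for no effect and no enzyme for full effect; nearly all actives have a fitted effect of over 20% in size; some results filed as inactive show a strong effect at the top dose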
#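 20 mM phosphate pH 7.0 + 0.01% (detergent screen) or 0.0001% Triton X-100; 5.3 nM AmpC reagent; cpd preinc 15 min RT; nitrocefin (800 uM stock) to start; A480 q20 s × 4 min; Activity was normalised to no-enzyme and no-compound control wells.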
# HCV inhibitor – blocks hepatitis C virus; Huh7.5.1 HCVcc-Cre infection, luciferase reporter, 44 h; Potency, µM (doses to about 41.8 µM), inactives show at the highest dose activity change, negative = inhibition, actives largely listed as inhibitors; 340,000 compounds, 3.4% hits; AID 651820; note: potency is the fitted concentration of half-maximal effect
#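 Infectious HCVcc-Cre (~0.5 moi) was added to cells just after compound, with cells seeded 4 h earlier at 1,000 per well. Luciferase activity after 44 h culture reported infection; substrate was incubated 15 min at room temperature before reading.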
# Starred values were filed as active, the others as inactive; ? = inconclusive; · = no result given; & = joins results of further samples; [ ] = dose if it differs, or a comment. Unless noted, calls come from the whole dose curve; as a rule, active = well fitted curve in the direction sought with a large enough effect; inconclusive = small, poorly fitted or top-dose-only effect, or another doubt; inactive = no such curve, though single readings can be large; an effect the other way counts as inactive or inconclusive. Unless noted, % is set by controls: 0 for no effect and ±100 for the full control effect.
# The line under a structure holds: HCMV inh | Giardia FBPA inh | AmpC detergent | Sm TGR block | AmpC inh no detg | HCV inhibitor
1. CCCCC1CCC(C(=O)N(CCOC)c2c(N)n(CCCC)c(=O)[nH]c2=O)CC1 (configuration not stated)
 : -21 | · | -11% | 3% | 31% | 18%
2. Cc1cc(C)nc(Nc2nc3ccccc3[nH]2)n1
 : 192 | -5% | ? | -2% | 5% | 40%[activator]
3. O=C(N/N=C/c1ccncc1)c1ccc(NC(=O)c2cccc(Cl)c2)cc1
 : ? | 0% | ? | -16% | -13% | ?
4. CC1Cc2ccccc2N1C(=O)c1cc2sccc2n1Cc1ccc(F)cc1 (configuration not stated)
 : -33 | -3% | -10% | 0% | -2% | -26%
5. Nc1c(C(=O)NCc2ccc3c(c2)OCO3)nnn1-c1ccc(OC(F)(F)F)cc1
 : ? | -1% | -3% | 13% | -20% | 7%
6. Cc1ccc(Cl)cc1N1CCN(C(=O)CCS(=O)(=O)c2cc(Br)cc3c2N(C(=O)C2CC2)CC3)CC1
 : -35 | · | 20% | -3% | · | ·
7. O=C1/C(=C\c2ccco2)SC(=S)N1C1CCCCC1
 : · | -6% | ? | 40µM* | -57% | ·
8. COc1ccc(NC(=O)COc2nsnc2N2CCCCC2)cc1
 : -4 | 2% | 5% | 10% | -35% | -25%
9. CCOc1ccc(C(=O)COC(=O)C2COc3ccccc3O2)cc1 (configuration not stated)
 : 82 | · | -2% | 2% | -20% | 10%
10. O=C(Cn1cnc2c(cnn2-c2ccccc2)c1=O)NC1CCCC1
 : 18 | -1% | -9% | 4% | -15% | -15%
11. NS(=O)(=O)c1ccc(CCNC(=O)C2CCN(S(=O)(=O)c3ccc(Br)s3)CC2)cc1
 : 2 | 4% | -6% | -15% | -28% | 8%
12. Cc1ccc(SCc2[nH]nc3c2C2(C(=O)N(C)c4ccccc42)C(C#N)=C(N)O3)cc1 (configuration not stated)
 : 14 | 0% | -3% | 0% | -36% | 6%
13. CCOC(=O)c1c(-c2ccc(OC)cc2)oc2ccc(O)cc12
 : 3 | 4% | -4% | -35% | -9% | ?
14. CCCC(C)n1[nH]c(=O)c2c1NC(=O)CSC2c1ccccc1 (configuration not stated)
 : 0 | 0% | 1% | 0% | -5% | 0%
15. COc1ccc(C(=O)NCCSc2ccccn2)cc1
 : 30 | 0% | ? | -1% | -18% | 9%
16. O=c1c2ccccc2nc(CSc2nnnn2-c2ccccc2)n1-c1ccccc1Cl
 : ? | 7% | 3% | -6% | -22% | ?
17. Cc1ccc(/C=C/C(=O)N(Cc2cccs2)C2CCS(=O)(=O)C2)cc1 (configuration not stated)
 : -11 | -1% | -4% | -1% | 33% | 10%
18. C/C(=N\NC(=O)CCn1nnc2ccccc21)c1cccs1
 : -32 | 4% | ? | 16% | -15% | 2%
19. NS(=O)(=O)c1ccc(NC(=O)COC(=O)C2CC(=O)N(Cc3ccccc3)C2)cc1 (configuration not stated)
 : -30 | 3% | -11% | 1% | -32% | -4%
20. O=C(Cn1c(=O)c2sccc2n(Cc2cccc([N+](=O)[O-])c2)c1=O)NCCc1ccccc1
 : -1 | 5% | -8% | 7% | -25% | ?
21. CCc1ccc(NS(=O)(=O)c2cc3[nH]c(=O)c(=O)[nH]c3cc2C)cc1
 : ? | -13% | -7% | 7% | -57% | 8%
22. CCOC(=O)C1=C(c2ccccc2)O/C(=C(/C#N)C(F)(F)F)S1
 : · | 0% | 6% | -23% | -21% | ·
23. COc1cc(NC(=O)CCN2CCN(CCO)CC2)cc(OC)c1
 : 5&14 | 0% | ? | -1%&-10% | -15% | -4%
24. O=[N+]([O-])c1cc(C(F)(F)F)cc([N+](=O)[O-])c1NCCCNc1ccc([N+](=O)[O-])c2cccnc12
 : -6 | -12% | ? | 4% | -28% | ?
25. CCOc1ccc2c(c1)nc(NCCCO)n2Cc1ccccc1
 : -4 | 0% | 3% | 8% | 58% | 14%
26. O=C(Nc1nnc(C2CC2)s1)C1CCCO1 (configuration not stated)
 : -3 | 1% | ? | 9% | -11% | 0%
27. CCOc1ccc(Nc2ncnc3c2c(-c2ccccc2)cn3-c2cccc(C)c2)cc1
 : -14 | · | -7% | 7% | · | ·
28. COc1ccccc1N1CCN(S(=O)(=O)c2ccc(F)c(C(=O)Nc3ccc(Cl)cc3C(F)(F)F)c2)CC1
 : -29 | · | 5% | 2% | · | ·
29. COc1ccc(Cl)cc1NC(=O)CN(C)CC(=O)N1CC(=O)Nc2ccccc21
 : ? | · | -1% | -7% | 4% | ?
30. CC1CCc2c(sc(Nc3nc4c(F)cccc4s3)c2C(N)=O)C1 (configuration not stated)
 : 56 | 0% | -12% | ? | -23% | ?

# 14 entries from above, set out differently:
entry	mol	HCMV inh	Giardia FBPA inh	AmpC detergent	Sm TGR block	AmpC inh no detg	HCV inhibitor
1	CCCCC1CCC(C(=O)N(CCOC)c2c(N)n(CCCC)c(=O)[nH]c2=O)CC1 (configuration not stated)	-21	·	-11%	3%	31%	18%
2	Cc1cc(C)nc(Nc2nc3ccccc3[nH]2)n1	192	-5%	?	-2%	5%	40%[activator]
3	O=C(N/N=C/c1ccncc1)c1ccc(NC(=O)c2cccc(Cl)c2)cc1	?	0%	?	-16%	-13%	?
4	CC1Cc2ccccc2N1C(=O)c1cc2sccc2n1Cc1ccc(F)cc1 (configuration not stated)	-33	-3%	-10%	0%	-2%	-26%
5	Nc1c(C(=O)NCc2ccc3c(c2)OCO3)nnn1-c1ccc(OC(F)(F)F)cc1	?	-1%	-3%	13%	-20%	7%
6	Cc1ccc(Cl)cc1N1CCN(C(=O)CCS(=O)(=O)c2cc(Br)cc3c2N(C(=O)C2CC2)CC3)CC1	-35	·	20%	-3%	·	·
7	O=C1/C(=C\c2ccco2)SC(=S)N1C1CCCCC1	·	-6%	?	40µM*	-57%	·
8	COc1ccc(NC(=O)COc2nsnc2N2CCCCC2)cc1	-4	2%	5%	10%	-35%	-25%
9	CCOc1ccc(C(=O)COC(=O)C2COc3ccccc3O2)cc1 (configuration not stated)	82	·	-2%	2%	-20%	10%
10	O=C(Cn1cnc2c(cnn2-c2ccccc2)c1=O)NC1CCCC1	18	-1%	-9%	4%	-15%	-15%
11	NS(=O)(=O)c1ccc(CCNC(=O)C2CCN(S(=O)(=O)c3ccc(Br)s3)CC2)cc1	2	4%	-6%	-15%	-28%	8%
12	Cc1ccc(SCc2[nH]nc3c2C2(C(=O)N(C)c4ccccc42)C(C#N)=C(N)O3)cc1 (configuration not stated)	14	0%	-3%	0%	-36%	6%
13	CCOC(=O)c1c(-c2ccc(OC)cc2)oc2ccc(O)cc12	3	4%	-4%	-35%	-9%	?
14	CCCC(C)n1[nH]c(=O)c2c1NC(=O)CSC2c1ccccc1 (configuration not stated)	0	0%	1%	0%	-5%	0%

# New compounds follow:
# The line under a structure holds: HCMV inh | Giardia FBPA inh | AmpC detergent | Sm TGR block | AmpC inh no detg | HCV inhibitor
31. O=C(CSc1nnc(-c2cnccn2)n1Cc1ccco1)c1ccc2ccccc2c1
 : -15 | -6% | ? | 25µM* | 78%[activator] | -25%
32. COc1ccc2[nH]cc(S(=O)(=O)c3ccc(C(C)C)cc3)c(=O)c2c1
 : -19 | 5% | -1% | 1% | -45% | 6%
33. O=C(OCC(=O)N1CCN(C(=O)c2ccco2)CC1)c1cccc(S(=O)(=O)N2CCc3ccccc32)c1
 : 6 | -2% | -13% | -19% | 192%[activator] | ?
34. COC(=O)c1ccc(CNC(=O)c2ccc(S(=O)(=O)N3CCCCCC3)cc2)cc1
 : -2 | · | · | · | -10% | 4%
35. CC1(C)CC(NC(=O)C2CCN(S(=O)(=O)c3ccc(F)cc3)CC2)CC(C)(C)N1
 : ? | · | 4% | 7% | -3% | 8%
36. O=S(=O)(c1cccs1)N1CN(Cc2ccc(F)cc2)c2nc3ccccc3nc21
 : 5 | -14% | -8% | 3% | -28% | -4%
37. O=C(CSc1nc2ccccc2nc1Cc1ccccc1)N1CCN(c2ccccc2)CC1
 : -13 | · | 24% | 0% | · | ·
38. CC(=O)c1ccc(NC(=O)CCNC(=O)c2ccc(Cl)cc2)cc1
 : -19 | -3% | -1% | -2% | -17% | -2%
39. CCCc1nnc(NC(=O)c2oc3ccccc3c2COCC)s1
 : -16 | · | -4% | -1% | 5% | ?
40. Cc1ccc(NCc2nnc(SCC(=O)NCCc3ccccc3)n2C)cc1
 : -20 | 0% | ? | 1%[11.4 µM] | -4% | 16%
41. CN1CCN(C(=O)C2C3C=CC(C3)C2C(=O)O)CC1 (configuration not stated)
 : -26 | 4% | -14% | ? | -15% | 19%
42. CN(Cc1cccc(C(F)(F)F)c1)C(=O)C1CCC(=O)N(CC2CCCCC2)C1 (configuration not stated)
 : -20 | 2% | ? | -25% | 175%[activator] | -10%
43. CCOC(=O)c1sc(NC(=O)CCCn2nc([N+](=O)[O-])c(Cl)c2C)c(C(=O)OCC)c1C
 : -39 | 2% | -11% | -12% | -10% | -14%
44. COc1cc(/C=N/NC(=O)c2cc(-c3cccn3C)n[nH]2)cc(OC)c1OC
 : ? | 0% | ? | ? | -30% | -6%
45. CCn1nc(C)c(NS(=O)(=O)c2ccc(C)cc2)c1C
 : -74* | 3% | ? | 3% | -8% | ?
46. COc1ccc(S(=O)(=O)n2nc(C)cc2C)cc1OC
 : 25 | -7% | ? | -4% | 1% | 2%
47. COc1ccc(C(=O)CSc2cc(C)nc3nc(C)nn23)cc1OC
 : 31 | ? | 2% | 46%[activator] | -5% | ?
48. CCOC(=O)c1c(C)nc2sc(C(=O)Nc3ccc(C(C)=O)cc3)c(N)c2c1-c1ccc(OC)cc1
 : 6 | -3% | 1% | ? | 2% | ?
49. O=S1(=O)CCN(Cc2cccc(C(F)(F)F)c2)CC1
 : ? | 3% | -5% | 2% | -8% | ?
50. CCN(CC(=O)NCc1ccccc1Cl)CC(=O)Nc1c(F)cccc1F
 : -1 | 18µM* | -4% | -8% | 2% | 4%
51. Nc1nc(CSCc2ccccc2)nc(N2CCOCC2)n1
 : 93 | -25% | -3% | -18% | 0% | -3%
52. CCC(=O)Nc1ccc(Cl)c(NC(=O)c2cccnc2)c1
 : -26 | -4% | -14% | 9% | -17% | -15%
53. CCn1c(CCNC(=O)c2ccccc2Cl)n[nH]c1=S
 : -7 | -19% | ? | -26% | -15% | 18%
54. COC(=O)C1(C)NC(c2ccc(F)cc2)C2C(=O)N(c3ccc(C)cc3)C(=O)C21 (configuration not stated)
 : 45 | 1% | 4% | ? | 11% | 9%
55. Cc1cccc(OCC(=O)N(Cc2ccco2)c2c(N)n(Cc3ccccc3)c(=O)[nH]c2=O)c1
 : 3 | · | -11% | ? | -39% | -16%
56. Cc1cccc(-c2noc(CCC(=O)Nc3ccccc3)n2)c1
 : ? | 0% | ? | -8% | 1% | -11%
57. CN(C(=O)c1cc(-n2cnnc2)ccc1Cl)c1ccccc1
 : -9 | 2% | -2% | -9% | -5% | 4%
58. CCOC(=O)c1cc(C)sc1NC(=O)CN1CCN(C(=O)c2ccco2)CC1
 : 3 | · | 2% | 4% | 43% | ·
59. Cc1sc2ncnc(-n3nnc4ccccc43)c2c1C
 : ? | 8% | 0% | 3% | -9% | -5%
60. COc1ccc(C2(CNS(=O)(=O)c3ccccc3)CCOCC2)cc1
 : 34 | 7% | 0% | 2% | -17% | 6%
